Screening results as filed in PubChem.
MT stabilizer – stabilizes microtubules in HeLa cells | HeLa tubulin immunostaining HCS, 24 h; share of cells brighter than vehicle mean+2SD | % tubulin-high responders, % at 10 µM | actives 0.83% (n = 200,000);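 active means plate Z-score above 3 for both tubulin-high and condensed-nucleus cell shares, with cell loss under 80%, at 10 µM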;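 further: anti alpha tubulin signal scored within the nucleus-defined area of each cell; some results filed as inactive read as strong as hits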
T cell modulator – modulates CD8 T cell binding to vesicles | actives 0.068% (n = 330,000) | AID 2052 | calls only at 7 µM | 2C CD8+ T cell-vesicle binding, flow cytometry; active compounds read low;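 active means response, share of CD8 T cells binding vesicles, and their 90th percentile fluorescence all below set limits, cut at about 80% in these data, passing the limit was not always enough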
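Also added: QL9-peptide-loaded Drosophila micro-vesicles bearing Ld, ICAM-1 and B7-1; Test system: purified 2C TCR transgenic mouse naive CD8+ T cells; Measured by: cytometric PE anti-B7-1 and Alexa647 anti-CD8 signals after 1% paraformaldehyde fixation; Timing: binding step 1.5 h, 37 °C, antibody labelling 20 min, ice.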
Ins promoter up – MIN6 insulin promoter up-regulation; MIN6 insulin promoter-GFP reporter, high-content imaging; active compounds read high; z-score at 5 µM; actives 0.3% (n = 190,000); AID 1625;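 active means z-score above 3 at 5 µM with at least 500 cells counted in the well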
Dynein cargo inh – blocks dynein driven cargo transport along microtubules; 3617.4 mouse cells, GR-EGFP nuclear translocation imaging; test concentration mostly 20 µM; stimulated with dexamethasone, 1 µM; active compounds read low; z-score, hits read low; actives 0.47% (n = 220,000);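 active means plate z-score of nuclear minus cytoplasmic receptor signal below a set negative limit, without overly bright fluorescence or cell loss, cut at about -3.5 in these data, passing the limit was not always enough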;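 further: z-score of nuclear minus cytoplasmic ring GR-EGFP intensity difference per well; some compounds called inactive have numbers as strong as hits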
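Also added: dexamethasone, 1.0 µM final. Medium: tet-free, stripped-serum medium. Detection: fixed, Hoechst-stained cells imaged at 10x for EGFP. Read-out: nuclear-to-cytoplasmic GR-EGFP distribution per well. Times: induction 48 h, compound 1 h, agonist 30 min.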
bCat nuc transl – beta-catenin nuclear translocation modulation; HeLa beta-catenin nuclear translocation, immunofluorescence imaging; nuclear translocation activity, % at 5 µM; actives 0.3% (n = 190,000);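 active means nuclear translocation activity above 50% at 5 µM, with a well cell count of 50 or more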;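 further: per-cell ratio of nuclear to cytoplasmic median beta-catenin stain intensity; plate controls were DMSO negative control for no effect and GSK-3 inhibitor IX positive control for full effect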
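System: HeLa cells, endogenous beta-catenin; compound dosing: 5 µM primary single dose, 0.1% DMSO, 0.02–20 µM confirmation series; incubation: 24 h compound exposure at 37°C, 5% CO2; signal: beta-catenin immunofluorescence imaging with DAPI; evaluation: % activation, nuclear-to-cytoplasmic median beta-catenin signal ratio per cell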
Autophagy mod – autophagy modulation, high-content screen; MEF GFP-LC3 puncta imaging; test concentration mostly 10 µM; calls only at 10 µM (by protocol); actives 0.98% (n = 190,000);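 active means percentage of spot-positive cells more than 3 SD above its plate mean, without a fluorescence outlier flag or 80% toxicity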;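 further: spot-positive cell cutoff set from DMSO-treated cells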
Lipid droplet – modulators of hepatic lipid droplet formation | AML12 mouse hepatocytes, oleate lipid droplets, BODIPY imaging | inhibition, % at 6.5 µM | actives 0.4% (n = 240,000) | AID 1656;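 active means lipid droplet intensity inhibited by at least 50%, with more than 500 cells counted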
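Assay system: AML12 hepatocytes (mouse) / Also added: 100 µM oleic acid challenge / Times: overnight treatment with compound plus oleate / Detection: high-content imaging of BODIPY-stained droplets and DAPI nuclei / Evaluation: % inhibition of lipid droplet signal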
CSM14.1 death rescue – rescue of cells from ER stress-induced death, primary screen, 384-well, CSM14.1, thapsigargin, ATP luminescence (AID 1222); one-dose cellular ATP content (survival), % at 20 µM; EC50 in µM for titrated hits; 190,000 tested, under 10 active; CSM14.1 thapsigargin-induced death rescue, ATP luminescence; higher % means a stronger effect;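 active means EC50 below 50 µM in the dose-response confirmation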;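 further: death triggered by thapsigargin at about 15 µM added after 2 h compound pretreatment; cell ATP read after overnight thapsigargin exposure of roughly 18 to 22 hours; normalized against plate controls of thapsigargin alone and 5% DMSO vehicle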
Salmonella PhoP GFP – inhibitors of PhoP regulon expression, primary screen, Salmonella Typhimurium, GFP reporter (AID 1863); S. Typhimurium PhoP-regulated promoter GFP reporter, 4 h; higher % means a stronger effect; inhibition, % at 50 µM; hits with a dose series show IC50 in µM; actives 0.16% (n = 300,000);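 active means inhibition over 29.93%, a cutoff 3 SD above the screen mean, later confirmed by dose response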;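 further: 0% = low Mg2+ inducing control and 100% = high Mg2+ repressing control; strong numbers were not always called active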
Dynein cargo inh cytoplasmic EGFP – second read-out of Dynein cargo inh, no call of its own (marks repeat the call); z-score; measured here: cytoplasmic GR-EGFP intensity; active compounds read high
Dynein cargo inh nuclear GR-EGFP – also measured in Dynein cargo inh; calls as there; z-score; measured here: nuclear GR-EGFP intensity;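 lower value marks the stronger effect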
Dynein cargo inh cell count – second read-out of Dynein cargo inh, no call of its own (marks repeat the call); z-score; measured here: cell count per field
Ins promoter up cell count – second read-out of Ins promoter up, no call of its own (marks repeat the call); cell count; measured here: cytotoxicity, nuclei count;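 total cells summed across four imaged fields per well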
Lipid droplet cells 6.5 µM – also measured in Lipid droplet; calls as there; cell count; measured here: cell count, cytotoxicity flag;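 cells counted across two imaged fields per well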
bCat nuc transl cell count 5 µM – recorded beside bCat nuc transl, whose call it bears; cell count; measured here: cell count, cytotoxicity flag
T cell modulator vesicle-bound % – recorded beside T cell modulator, whose call it bears; double positive events, %; measured here: CD8+ vesicle-bound cell fraction;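 binding gate set so that unloaded-vesicle control wells show 10% double positive cells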
MT stabilizer Hoechst-high % – further read-out of MT stabilizer, marked with its call; % Hoechst-high responders; measured here: nuclear condensation Hoechst responders;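 share of cells brighter than vehicle mean plus two SD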
MT stabilizer cytotoxicity % – also measured in MT stabilizer; calls as there; toxicity, %; measured here: cytotoxicity by cell density;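 0% = mean cell density of plate MIN control wells and 100% = no cells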
Autophagy mod cell loss 18 h – further read-out of Autophagy mod, marked with its call; toxicity, %; measured here: cell loss, nuclei count;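 cell loss after 18 h compound exposure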
* marks the source's active call; other numbers are inactive results; i = inactive; . = not tested or not shown; + = active, no number.

SMILES | MT stabilizer | MT stabilizer Hoechst-high % | MT stabilizer cytotoxicity % | T cell modulator | T cell modulator vesicle-bound % | Ins promoter up | Ins promoter up cell count | Dynein cargo inh | Dynein cargo inh cytoplasmic EGFP | Dynein cargo inh nuclear GR-EGFP | Dynein cargo inh cell count | bCat nuc transl | bCat nuc transl cell count 5 µM | Autophagy mod | Autophagy mod cell loss 18 h | Lipid droplet | Lipid droplet cells 6.5 µM | CSM14.1 death rescue | Salmonella PhoP GFP
Cc1cc(NS(=O)(=O)c2ccc(NC(=O)CSc3nnc(-c4ccco4)n3Cc3ccco3)cc2)nc(C)n1 | 2.0 | 2.7 | 3.8 | i | 8.6 | 0.05 | 1233 | -0.116 | -0.104 | -0.348 | -0.111 | 0.8 | 927 | i | -0.7 | 29.0 | 530 | 0.9% | -7.0%
Cc1ccc(CN(c2ccc(C(=O)NCC3CCCO3)cc2)S(C)(=O)=O)cc1 (stereo unspecified) | 2.7 | 2.3 | 7.0 | i | 10.3 | . | . | -0.816 | -0.219 | -0.553 | 0.663 | -0.3 | 1490 | i | 17.0 | -8.2 | 693 | -0.8% | -8.3%
Cc1nn(C)c(C(=O)N/N=C/c2cccc3ccccc23)c1Cl | 2.3 | 1.8 | 0.3 | i | 8.1 | -0.24 | 1335 | -0.512 | -0.293 | 0.306 | 0.418 | -0.9 | 530 | i | -41.4 | -24.5 | 679 | -0.3% | -1.9%
Cc1cc(C)cc(OCC(=O)N(Cc2ccc(N(C)C)cc2)C2CCS(=O)(=O)C2)c1 (stereo unspecified) | . | . | . | i | 38.6 | 0.98 | 969 | 0.42 | -0.169 | 0.905 | -0.589 | 0.3 | 1294 | . | . | -14.5 | 594 | . | -5.3%
COC(=O)Cn1c2ccc(OC)cc2c2nc3ccccc3nc21 | 5.9 | 4.7 | 5.0 | i | 29.9 | -0.89 | 1443 | -0.251 | -0.144 | -0.501 | 0.166 | -5.1 | 1091 | i | -1.8 | . | . | 1.4% | -6.6%
COc1ccc(OC)c(C2CC(=O)N3CN(c4ccccc4)CSC3=C2C#N)c1 (stereo unspecified) | 7.8 | 2.0 | 3.7 | i | 27.3 | 0.52 | 1017 | 0.305 | -0.0998 | 0.349 | -0.187 | . | . | i | 6.9 | . | . | -1.1% | 12.7%
COc1ccc(-c2noc(CN3CCCC(OCc4ccccn4)C3)n2)cc1 (stereo unspecified) | . | . | . | i | 35.7 | -0.09 | 1061 | 1.08 | -0.191 | 0.748 | -0.813 | 0.8 | 1299 | . | . | -10.1 | 769 | . | -2.6%
c1ccc(Cn2nnc3c(NCc4ccc5c(c4)OCO5)nc(C4CC4)nc32)cc1 | 4.9 | 4.1 | 11.5 | i | 61.1 | -1 | 1251 | 0.487 | -0.185 | 0.52 | -0.109 | -0.8 | 1041 | + | -4.3* | -10.1 | 749 | -3.2% | 10.6%
Cc1cc(/C=N/NC(N)=O)c(C)n1-c1ccc(F)cc1 | 3.6 | 2.1 | 2.8 | i | 22.0 | . | . | -0.907 | -0.307 | -0.416 | 0.729 | 0.3 | 1040 | i | 15.3 | -6.1 | 762 | -2.4% | -9.5%
c1ccc(-c2nc(CSc3nnnn3-c3ccccc3)cs2)cc1 | 1.7 | 2.5 | 1.2 | i | 19.7 | 0.03 | 987 | -0.412 | -0.173 | -0.235 | 0.703 | 0.6 | 728 | i | -4.6 | . | . | 0.9% | -2.9%
O=C(c1cccs1)C1C(c2ccc(Br)cc2)NC(=S)NC1(O)C(F)(F)F (stereo unspecified) | 3.0 | 0.6 | 11.2 | i | 47.2 | -0.16 | 1339 | -0.344 | -0.15 | -0.201 | 1.07 | -1.4 | 990 | i | -1.2 | 5.0 | 680 | 10.2% | 12.1%
CN(C)c1ccc(C2C3=C(CCCC3=O)OC3=C2C(=O)CCC3)cc1 | 1.6 | 1.9 | 0.3 | i | 7.3 | -0.32 | 1792 | 0.798 | -0.144 | 0.611 | -0.932 | 0.5 | 1124 | i | 3.4 | -2.0 | 658 | 4.4% | -6.2%
CC1C/C(=N/NC(=O)c2cccc(F)c2)c2ccc(O)cc2C1 (stereo unspecified) | 3.6 | 1.2 | 6.4 | i | 14.2 | -0.46 | 1513 | 0.519 | -0.152 | 0.142 | -0.361 | -1.5 | 1091 | i | -26.5 | -3.9 | 600 | 1.1% | 5.3%
Cc1ccccc1Nc1nc(N)nc(CSc2nnc3sc4ccccc4n23)n1 | 3.2 | 1.0 | 0.1 | i | 37.9 | -0.73 | 1455 | 1.1 | -0.184 | 0.993 | -0.103 | -3.1 | 1016 | i | 20.6 | . | . | 0.1% | 5.8%
CCCCCC(=O)N1CCN(c2ccc(C(C)=O)cc2F)CC1 | 3.3 | 1.8 | 4.7 | i | 25.4 | -0.13 | 1527 | 0.678 | -0.0865 | 0.495 | -0.141 | 3.0 | 1062 | i | 1.7 | -1.7 | 530 | . | -2.4%
O=C(Nc1ccccc1)C1CCCCC1 | 3.6 | 3.2 | 8.3 | i | 45.0 | . | . | -0.582 | -0.25 | -0.0639 | 0.35 | . | . | i | -11.4 | -17.4 | 758 | -1.2% | 1.8%
Cc1ccc(NC(=O)CN(C)Cc2ccc(F)cc2)c([N+](=O)[O-])c1 | 3.4 | 2.6 | 2.7 | i | 35.7 | 2.32 | 1566 | -0.244 | -0.22 | -0.284 | -0.235 | 3.1 | 1041 | i | 4.0 | -3.2 | 694 | 1.9% | 5.5%
CCOC(=O)c1cnc2ccc(Cl)cc2c1Nc1ccc(S(=O)(=O)Nc2ncccn2)cc1 | 2.7 | 3.3 | 4.8 | i | 45.7 | -1.25 | 1494 | 0.132 | -0.29 | -0.0881 | 0.129 | 4.2 | 1015 | i | -8.3 | 18.2 | 692 | -3.0% | 3.1%
C=CCN(c1ccccc1)S(=O)(=O)c1cccc(C(=O)OCC(=O)NCCOC)c1 | . | . | . | i | 23.1 | -0.28 | 1142 | -0.475 | -0.474 | -0.439 | -0.107 | -0.1 | 1347 | . | . | 30.2 | 689 | . | .
Cc1ccnc(NC(=O)CCC(=O)N(CC(=O)NC(C)(C)C)c2ccc(F)c(Cl)c2)c1 | 0.6 | 1.1 | 3.2 | i | 58.4 | -0.03 | 1591 | 0.187 | -0.257 | 0.667 | 0.0277 | -0.3 | 1522 | i | 31.1 | -13.4 | 719 | 0.1% | .
Cc1ccc2c(c1)C1(C)C(C(C)(C)N2C=O)C1(Cl)Cl (stereo unspecified) | . | . | . | i | 20.8 | 0.41 | 1050 | -0.154 | -0.17 | -0.0968 | 1.04 | -0.6 | 1420 | . | . | -16.0 | 794 | . | -8.3%
C/C(Cl)=C/Cn1c(NCCCn2ccnc2)nc2c1c(=O)[nH]c(=O)n2C | 3.7 | 1.5 | 6.8 | i | 38.7 | -0.2 | 1580 | -0.164 | -0.165 | 0.0402 | 0.0749 | -0.1 | 1421 | i | -4.1 | . | . | 1.5% | -5.4%
CCN(CC)C(=O)Cn1c(=O)n(Cc2ccccc2Cl)c2c1c(=O)n(C)c(=O)n2C | 3.8 | 1.8 | 3.5 | i | 7.6 | . | . | 0.583 | -0.0526 | 0.351 | 0.743 | . | . | i | 29.4 | . | . | . | .
Cc1ccc(-n2ncc3c(=O)n(CC(=O)NCC4CCCO4)cnc32)cc1 (stereo unspecified) | 5.2 | 2.6 | 11.0 | i | 56.3 | 0.03 | 1478 | -0.752 | -0.21 | -0.119 | -0.237 | -1.3 | 1418 | i | -8.1 | . | . | 0.9% | -4.7%
CC(=O)NCC(=O)OCC(=O)c1ccc(Br)cc1 | 2.4 | 2.4 | 2.8 | i | 31.6 | -0.2 | 1376 | -0.919 | -0.0786 | -0.77 | 0.714 | . | . | i | -6.2 | 16.4 | 716 | -1.3% | 10.5%
COc1ccc(OC(=O)c2ccc3nsnc3c2)cc1 | 1.6 | 0.6 | 2.5 | i | 12.0 | . | . | -1.03 | 0.601 | -0.294 | 0.715 | . | . | i | -4.8 | 7.9 | 794 | -0.8% | 4.5%
CCN(CC)Cc1cc(CC(C(N)=O)C(N)=O)ccc1OC | 6.2 | 2.8 | 4.7 | i | 44.9 | 0.01 | 1110 | 0.063 | -0.331 | 0.106 | 0.0401 | -1.4 | 1150 | i | -0.1 | . | . | -0.5% | -10.8%
CCOCC(=O)Nc1nc2ccc(C)cc2s1 | 2.7 | 1.6 | 7.9 | i | 45.0 | 0.01 | 1101 | -0.548 | -0.233 | -0.29 | 0.512 | -3.8 | 1197 | i | -1.7 | -7.0 | 703 | -1.8% | 11.0%
Cc1cc(C)n(-c2cc(-n3nc(C)cc3C)ncn2)n1 | 2.7 | 2.0 | 12.4 | i | 60.4 | 0.08 | 1248 | -0.116 | -0.214 | 0.511 | 0.546 | 2.0 | 819 | i | -10.9 | . | . | . | 1.2%
Cc1cc(C(=O)COC(=O)c2ccc3c(c2)OCO3)c(C)n1CC1CCCO1 (stereo unspecified) | 4.4 | 2.5 | 8.6 | i | 49.5 | -1.16 | 1275 | -0.553 | -0.262 | -0.206 | 0.354 | 0.9 | 1055 | i | 8.6 | 19.4 | 684 | -1.4% | -4.4%

Rows are unselected (roughly 3% active in at least one column).
